# mcGAS MS inh – inhibitors of Mus musculus cyclic GMP-AMP synthase, initial high-throughput assay, cell-free, RapidFire MS. 130,000 compounds, 0.18% hits. recombinant mouse cGAS, cGAMP by RapidFire MS. inhibition, % at 12.5 µM;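 active means inhibition of cGAS enzyme activity at or above 60%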;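 further: enzyme stimulated by 45 bp dsDNA with ATP and GTP substrates; cGAMP share of summed cGAMP plus half ATP and half GTP signals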
# Target sequence (Q8C6L5 whole entry, looked up): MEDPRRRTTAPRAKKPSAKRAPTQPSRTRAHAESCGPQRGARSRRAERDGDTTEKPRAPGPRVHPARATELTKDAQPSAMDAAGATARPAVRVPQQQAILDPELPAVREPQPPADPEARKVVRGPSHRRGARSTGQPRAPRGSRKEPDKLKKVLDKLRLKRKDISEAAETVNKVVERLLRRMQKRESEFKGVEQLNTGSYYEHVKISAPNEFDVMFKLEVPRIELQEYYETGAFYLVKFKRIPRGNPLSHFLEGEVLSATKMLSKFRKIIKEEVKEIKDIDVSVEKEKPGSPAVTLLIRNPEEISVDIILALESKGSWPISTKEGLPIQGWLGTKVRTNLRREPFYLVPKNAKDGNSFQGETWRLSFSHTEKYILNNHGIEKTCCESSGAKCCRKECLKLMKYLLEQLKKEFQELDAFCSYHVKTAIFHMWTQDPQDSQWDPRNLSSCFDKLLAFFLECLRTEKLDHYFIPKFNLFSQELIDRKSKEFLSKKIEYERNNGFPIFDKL
# An asterisk follows results filed as active; & = joins results of further samples. The list is partial; the hit share may differ from the screen's.
SMILES	mcGAS MS inh
CCn1nnc2c(SCc3cccnc3)ncnc21	-6.5
N=C(N)N1CCN(c2ccccc2)CC1	-8.3
CN(C)c1ccc(NC(=O)c2cccc(N(C)C)c2)nc1	-7.6
CN(C)C(=O)CN(C)S(=O)(=O)N(C)Cc1ccccc1	-11.6
COc1ccc(/C=C/CN2CCN(c3nccc4ccccc34)CC2)cc1	-7.2
Nc1c(C(=O)CSc2nnnn2C2CCCC2)c(=O)[nH]c(=O)n1C1CC1	4.5
Cc1nnc(NC(=O)C(=O)N2CCN(C)c3ccccc3C2)s1	-1.3
Cc1cccc(CNC(=O)c2ccccc2NC(=O)CC2C(=O)N(C)C(=O)N2C)c1 (centres undefined)	-20.2
CCCCn1c(CN(C)Cc2ncc(C)[nH]2)cnc1S(=O)(=O)C1CCCCC1	7.7
COc1cc(NC(=O)Cn2nc(-c3ccc(F)cc3)oc2=O)c(OC)cc1Cl	-9.2
CC(C)(CCN)c1ccccc1	-3.5
NC(=O)C(Cc1ccccc1)NS(=O)(=O)c1ccc(F)c(F)c1F (centres undefined)	-1.6
CCN(C)CC1CCN(C(=O)CC2CCC(c3ccccc3)CC2)C1 (centres undefined)	-8.8
Brc1ccc2nc(NCCCn3ccnc3)sc2c1	-11.5
O=C(NN=Cc1ccc([N+](=O)[O-])o1)C1CCN(S(=O)(=O)c2cccs2)CC1	-2.9
Cc1c(Cl)c([N+](=O)[O-])nn1CC(=O)N1CCCC1	-3.4
COc1ccccc1/C=C/C1=NC(=C\c2ccc(SC)cc2)/C(=O)O1	-7.6
O=C(NCCN1CCCOC1=O)C(=O)NCCN1CCCOC1=O	-7.0
CCC(=O)Nc1ccccc1-c1cc(OC)ccc1OC	-17.0
CCCCCC(C)NC(=O)C(C)NC(=O)c1ccco1 (centres undefined)	-10.6

# By substructure: the compounds so far with an aryl methoxy group (4)
SMILES	mcGAS MS inh
COc1ccc(/C=C/CN2CCN(c3nccc4ccccc34)CC2)cc1	-7.2
COc1cc(NC(=O)Cn2nc(-c3ccc(F)cc3)oc2=O)c(OC)cc1Cl	-9.2
COc1ccccc1/C=C/C1=NC(=C\c2ccc(SC)cc2)/C(=O)O1	-7.6
CCC(=O)Nc1ccccc1-c1cc(OC)ccc1OC	-17.0

# Additional compounds follow.
SMILES	mcGAS MS inh
COc1cc(C2C3CCCC=C3C(C#N)C(=N)C2(C#N)C#N)cc(OC)c1OC (centres undefined)	-6.6
Cc1cc(S(C)(=O)=O)ccc1NCCOc1cccc(C#N)c1	1.4
CCOc1ccccc1CSc1nc2ccsc2c(=O)n1C	-1.8
CC1CN(C(=O)OC(C)(C)C)CCN1CCCC#N (centres undefined)	-1.0
CC(C)(C)NC(=O)C1CSCN1S(=O)(=O)Cc1ccccc1 (centres undefined)	-9.6
Cc1cccc(C)c1NC(=O)c1c(Cl)nc2sccn12	-0.9
CCC(=O)N(CC(=O)OC)c1c(C)cccc1CC	0.4
O=C(O)c1cccn(Cc2ccc(Cl)cc2)c1=O	-15.3
O=S(=O)(NNc1ccccc1)c1cc(Cl)ccc1Cl	-8.1
COC[C@@H]1CCCN1C(=O)c1ccc2cccc(Cl)c2n1	-10.2
CCOC(=O)C1=C[C@@H](OC(CC)CC)[C@H](NC(C)=O)[C@@H](N)C1	40.0
COc1ccc(-n2c(=O)c3c4c(sc3n3c(=S)[nH]nc23)COC(C)(C)C4)cc1	-2.3
Cc1ccc(-c2nc3c(c(SCCO)n2)COC(C)(C)C3)cc1	0.3
Cc1nc(NCc2cccn2C)n[nH]1	-6.4
Clc1ccc(C2CC(c3ccccc3)n3nnnc3N2)cc1 (centres undefined)	-11.0
COCCCNc1ncnc2ccc(C)cc12	-7.6
CC1(C)ON=C(c2cccc(F)c2)NC1=O	-2.1
Cc1nnc(NC(=O)C(C)Oc2ccc(C#N)cc2)s1 (centres undefined)	-3.5
CC(NC(=O)N1CCCN(C2CC2)CC1)c1cccc2ccccc12 (centres undefined)	-11.1
CNC(=O)c1ccc(C2CCCN2c2nc(CCN)nc3ccccc23)s1 (centres undefined)	26.9
C=CCn1c(N2CCC(C(N)=O)CC2)nc2c1c(=O)[nH]c(=O)n2C	-2.5
Cc1ccc(CC(=O)NNC(=O)c2cc(C)oc2C)cc1	-5.2
Cc1cc(C)c(CN2CCOC3(CNCCOC3)C2)c(-n2cccn2)c1 (centres undefined)	3.9
Cc1ccccc1-n1nc2c(c1NC(=O)Cc1cccc3ccccc13)CS(=O)(=O)C2	-6.0
Cc1cc(C)c2[nH]c(=O)c(CN3CCC4(CCOCC4)CC3)cc2c1	-48.3
NC(=O)c1ccc(CN2CCC3(CC2)OCc2ccccc23)cc1	-0.4
Clc1cncc(NC2CCCC2)n1	-13.2
CCOc1ccc(C(=O)Nc2cc(CN(C)C)ccc2C)cc1OCC	-3.1
Cn1ncc(N2CCN(c3ncnc4c3CCNC4)CC2)cc1=O	-12.9
CC(Sc1nncs1)C(=O)N1CCN(C(=O)N2CCCCC2)CC1 (centres undefined)	6.8
COc1c(C)cnc(-c2[nH]c3cccc(F)c3c2C)c1C	0.8
Cc1c(CSC(C)C)cccc1NC(=O)N1CC[C@H](O)C1	-34.1
C#CCN(CC1CCCO1)C(=O)NC(c1ccccc1)c1nc(C(C)(C)C)cs1 (centres undefined)	1.0
COc1ccc(-c2cc(C(=O)O)n(-c3ccc(C)cc3C)n2)cc1	-0.3
O=C(Cn1c2ccccc2c(=O)c2ccccc21)NCc1ccc(Cl)cc1	-0.4
CCC(C)N(Cc1ccccc1)S(=O)(=O)CCOC (centres undefined)	-0.3
Cc1cccc(N2CCN(Cn3nc(C)n(-c4ccccc4)c3=S)CC2)c1C	-2.0
CN(C)Cc1cc(-c2nccn2CCn2cccn2)ccc1O	-9.9
O=C(NCc1n[nH]c2c1CCC2)c1coc2c1C(=O)CCC2	-31.6
Cc1ccsc1CNc1cccc(C(=O)N(C)C(C)c2ccon2)c1 (centres undefined)	-10.8

# (listing goes on)
compound	mcGAS MS inh
CCCNC(=O)c1ccc2c(=O)n(-c3cc(C)cc(C)c3)c(SCC(=O)CC(=O)OC)nc2c1	-2.6
CCCCCOc1nc(N)nc2nc(SCC(=O)c3ccccc3)cnc12	-18.2
CC(N)=C(C#N)C(=O)CSc1nnc(-c2ccco2)n1C	-12.9
O=C1NC(=Nc2ccccc2Cl)S/C1=C/c1cccc(C(=O)O)c1	22.3
Cc1cc(Cl)ccc1NC(=O)Cn1nnn(-c2cccs2)c1=O	-0.9
Cc1cc(C)n(-c2nc(N/N=C\c3cccnc3)nc(Nc3ccccc3)n2)n1	-4.9
COc1ncccc1CNC(=O)C1(c2cccc(Cl)c2)CCC1	24.1
CCOc1ccc(CN(C)CC(=O)NC(=O)c2ccc(C(C)(C)C)cc2)cc1	-13.5
O=S(=O)(c1ccccc1OC(F)(F)F)N(CC1CCOC1)C1CC1 (centres undefined)	-4.8
CCCn1c(=O)[nH]c(=O)c2c1nc(-c1ccc(OC)c(Br)c1)n2CCOC	-15.9
Cc1[nH]cnc1C(=O)N1CCc2c(nc(-c3ccccn3)nc2N(C)C)C1	-8.9
Oc1ccc2c(Cc3ccc(Cl)cc3)noc2c1	0.2
Cc1ccc[n+](/C=C/C(=O)c2ccc(Br)cc2)c1	-6.0
O=C(NCc1cccs1)N1CCN(c2nc3ccccc3[nH]2)CC1	-4.8
COc1ccc(CN(C)C(=O)CCN2CCCCO2)c2cccnc12	-15.9
Cc1cc(NC(=O)C2CC3CCCC(C2)C3=O)ccc1N1CCCC1 (centres undefined)	0.8
CC(Sc1n[nH]c2nc3ccccc3n12)C(=O)c1c[nH]c2ccccc12 (centres undefined)	-5.0
Oc1ccc(-c2cn3c(n2)SCC3)cc1	5.8
Cn1nnc2c(Nc3ccccc3Cl)ncnc21	-9.8
Cc1ccnc(Nc2ccc(NCCNC(=O)c3ccc4c(c3)OCO4)nn2)c1	-3.0

# By substructure: the entries above containing a COOH group
compound	mcGAS MS inh
O=C(O)c1cccn(Cc2ccc(Cl)cc2)c1=O	-15.3
COc1ccc(-c2cc(C(=O)O)n(-c3ccc(C)cc3C)n2)cc1	-0.3
O=C1NC(=Nc2ccccc2Cl)S/C1=C/c1cccc(C(=O)O)c1	22.3

# Next compounds.
compound	mcGAS MS inh
CCN(CC)c1nc2c(c(=O)[nH]c(=O)n2C)n1CCCc1ccccc1	-7.1
CCCOC1CCCN(S(=O)(=O)c2ccc(F)cc2)C1 (centres undefined)	27.2
CC(C)c1ccc(C(NC(=O)CSc2nnnn2-c2ccccc2)C(C)C)cc1 (centres undefined)	-8.7
CCN(CC(C)C#N)C(=O)CNC(=O)/C=C/c1ccccc1 (centres undefined)	-1.7
COc1ccccc1CNC(=O)C1CC2(CCNCC2)c2ccccc21 (centres undefined)	-1.0
C=CCNCC(=O)N1CCc2sccc2C1COc1ccc(C)cc1C (centres undefined)	1.9
O=S(=O)(c1ccc(OCc2cccc(C(F)(F)F)c2)cc1)N1CCOCC1	-14.3
Cc1ccc(Cl)c(OCC(O)CNC(C)(C)C)c1 (centres undefined)	-0.4
N#CC1C(=N)Oc2n[nH]c(-c3ccc4c(c3)OCO4)c2C1c1ccncc1 (centres undefined)	-12.9
O=c1c2nnn(-c3ccccc3)c2ncn1C/C=C/c1ccccc1	1.6
COC1CCN(S(=O)(=O)N2CCNC(C(=O)O)C2)CC1 (centres undefined)	10.1
O=C(CC1C(=O)NCCN1Cc1c(F)cccc1Cl)NCCc1ccc(O)cc1 (centres undefined)	6.5
O=C1NCCN2CCN(C(=O)c3cccnc3N3CCOCC3)CC12 (centres undefined)	-15.8
COc1ccc(CN(Cn2nc(C3CC3)n(C)c2=S)C2CC2)cc1	-12.9
CC(C)(C)c1ncc2c(n1)CN(C(=O)c1ccc3nc[nH]c3c1)C2	-2.4
Cc1cc(O)c(C(c2ccc(F)cc2)N2CCN(c3ccccc3)CC2)c(=O)n1Cc1ccco1 (centres undefined)	-7.2
Cc1cc(C2=CC(C)(C)NC(C)(C)C2)sc1C1=CC(C)(C)NC(C)(C)C1	-1.4
Cc1cccc(S(=O)(=O)N2CCCC3(CCN(C)C3)C2)c1 (centres undefined)	-12.0
O=c1[nH]c(CSc2nnnn2C2CCCC2)nc2ccsc12	-9.7
CCn1cc(-c2n[nH]c(=O)n2Cc2ccccc2)cn1	-9.2
COc1ccc(OC)c(NC(=O)C(C)N2CCN(Cc3ccc(Cl)s3)CC2)c1 (centres undefined)	-4.6
CCCCCn1cnnc1SC(C(=O)NC(N)=O)C(C)C (centres undefined)	-1.2
O=C(NCCCC(=O)N1Cc2ccccc2C1)NCC1CCOC1 (centres undefined)	3.9
CC(=O)C(C)n1c(=O)c2c(nc3n(-c4cccc(Cl)c4C)c(C)cn23)n(C)c1=O (centres undefined)	-5.9
CSCc1ccc(NC(=O)C(=O)N(C)CC(=O)NC(C)C)cc1	-0.9
CC1CN(c2ccc(-c3nnc(Br)s3)cc2)CC(C)(C)O1 (centres undefined)	-19.6&-1.6
Cc1nc(COc2ccc(C(=O)NC3CC3)cc2)cs1	10.3
Clc1ccccc1C1CCN(Cc2ncc[nH]2)C1 (centres undefined)	-17.0
Oc1ccc(C2SCCS2)cc1	-2.9
C=CCN(C(=O)Cc1cnc2c(C)cccn12)C1CCS(=O)(=O)C1 (centres undefined)	5.4
Cc1ccc2c(=O)c3ccccc3n(CCCN)c2c1C	47.4
Cc1cc(NC(=O)C2CCC2)n(-c2ccc(C(F)(F)F)cn2)n1	-1.3
Cc1nonc1C1CCCN1c1ncnc2sc3c(c12)CCNC3 (centres undefined)	-15.9
COC(=O)CCSc1ccc(S(=O)(=O)N2CCOCC2)cc1[N+](=O)[O-]	-2.8
COc1ccc(OCc2cc(C(=O)N3CCCN(C(C)=O)CC3)n[nH]2)c(Cl)c1	6.6
Cc1ccc(-c2ccnc(NCc3ccccc3-n3cncn3)n2)c(C)n1	-20.7
Cc1ccc(C)c2c1N(Cc1ccccc1)C(=O)C21OCCO1	-13.5
CCCc1nc(C(=O)N2CCC(O)(c3ccccc3C)C2)cs1 (centres undefined)	-25.2
CC(C)(C)CC(=O)Nc1ccc(NS(C)(=O)=O)cc1	-20.3
O=C(CNC(=O)c1ccccc1)N=Nc1c(O)[nH]c2ccc([N+](=O)[O-])cc12	-7.4
Cc1ccc(C)c(OCCCC(C)(C)C(=O)N2CCCC2c2nnc3c(C(F)(F)F)cccn23)c1 (centres undefined)	-6.6
O=c1c(C(F)(F)F)c2c(nn1CN1CCc3sccc3C1c1cccs1)CCC2 (centres undefined)	-4.3
Cn1c(=O)n(CC(=O)NCc2cccc(Cl)c2)c2ccccc21	-6.6
COCC1CCN(C(=O)Nc2ccc(Cl)c(C(F)(F)F)c2)C1 (centres undefined)	-8.0
Cc1ccc(S(=O)(=O)N(C)C)cc1Br	0.9
O=C(NCC1(Cn2cccn2)CC1)c1c(O)cccc1O	-4.4
CCC(=O)N1CC2(CC)CN(C(=O)CC)CC(CC)(C1)C2=O	-23.2
c1ccc(OCCn2c(CCCN3CCCCC3)nc3ccccc32)cc1	-7.0
O=C(CCn1c(=O)oc2ccccc21)NCc1ccc(C(F)(F)F)cc1	-3.1
O=C(NCCc1ccc(OC(F)F)cc1)c1ccc2c(c1)OCO2	1.4
CS(=O)(=O)Cc1ccc(C(=O)Nc2ccc(Cl)nn2)cc1	-6.2
Cc1cnc2n(c1=O)C(CC(=O)O)CS2 (centres undefined)	11.0
CC1CN(S(=O)(=O)CCOC(C)C)C(C)(C)C1 (centres undefined)	-10.0
O=S1(=O)CCC(Nc2ncnc3c2oc2ccccc23)C1 (centres undefined)	-6.2
C=CCNC(=O)c1ccc2nc(Cc3ccc(OC)cc3)oc2c1	-6.5
COc1ccc(NC(=O)c2ccc(CN3CCOC(C)C3)cc2)cn1 (centres undefined)	-5.4
Cc1ccc(CNS(=O)(=O)CCCC#N)cc1F	-2.2
O=C(NC(Cc1ccccc1)C(=O)NNS(=O)(=O)c1cn[nH]c1)OCc1ccccc1 (centres undefined)	-6.7
CCOC(=O)CN1C(=O)CNC1=O	11.8
N=C(N=C(N)N)N1N=CCC1c1ccccc1 (centres undefined)	-11.4

# Source: PubChem BioAssay (Fisher Drug Discovery Resource Center)
